# D1 antagonist: antagonists of human D1 dopamine receptor; actives 3.2% (n = 360,000); HEK293 TREx D1 cells, calcium flux, dopamine EC80; hits give low values; AID 504652; P21728; activity change, negative = inhibition, % at 10 µM; in the data active = activity change below about -30%; also: % is scaled to controls: 0 for no effect and ±100 for the full control effect
#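 Using tetracycline-induced force-coupled D1 Hek293 cells and a calcium dye, signals were followed for 180 s after compound, then for 180 s after EC80 dopamine, to detect inhibitors.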
# D1 ag: human D1 receptor agonism; AID 504660; actives 1% (n = 360,000); P21728; HEK293 T-REx D1 cells, calcium flux, agonist mode; activation, % at 2 µM; in the data active = activation above about 30%; also: 0% is about no effect
#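 Agonism was scored from calcium flux recorded over 180 s (1 read/s) after pintool compound addition, following a 10-cycle baseline. Cells were inducible force-coupled HEK293 TREx D1, plated overnight at 30 C and loaded with no-wash calcium dye.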
# Vif-A3G inh: blocks the Vif interaction with human APOBEC3G; Q9HC16; HeLa A3G-eYFP + Vif (tagged APOBEC3G with the HIV-1 protein that degrades it), YFP fluorescence, overnight; Potency, µM (series often up to 46.1 µM), inactives show at the highest dose activity, negative = active, usual class: inhibitors; actives 0.076% (n = 410,000); AID 602310;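 also: potency is read from the fitted curve at half-maximal effect; % is scaled to controls: 0 for no effect and ±100 for the full control effect; nearly all actives have a fitted effect of over 60% in size; hits raise eYFP signal because A3G escapes Vif-driven loss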
#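 Read-out is eYFP fluorescence (Ex 488/Em 500-530) from Vif-expressing HeLa A3G-eYFP cells; more signal means A3G escaped Vif-mediated degradation. Cells plated overnight, compound pinned in, incubated overnight at 37 deg C.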
# Vif-APOBEC3F blk: blocks the Vif interaction with APOBEC3F; AID 602313; HeLa A3F-eYFP + Vif (tagged APOBEC3F with the HIV-1 protein that degrades it), YFP fluorescence increase; actives 0.2% (n = 390,000); Potency, µM (top dose mostly 46.1 µM), for inactives: top-dose activity, negative = active; also: potency is read from the fitted curve at half-maximal effect; % of control where 0% means no effect; nearly all actives have a fitted effect of over 65% in size
#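 HeLa cells stably expressing A3F-eYFP plus Vif, plated and incubated overnight at 37 deg C, then exposed to compounds overnight at 37 deg C. Blocked degradation read as raised yellow fluorescence (Ex 488/Em 500-530).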
# D2 PAM: D2 dopamine receptor (human) potentiation; P14416; HEK293 T-REx D2, calcium flux, EC20 dopamine potentiation; potentiation, % at 10 µM; actives 0.34% (n = 340,000); AID 485347;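 active = potentiation over 3 SD above the plate norm, cut at about 30% in these data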; also: 0% is about no effect
#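 Cells plated with tetracycline inducer and held overnight at 30 C; calcium dye loaded 30–90 min at room temperature; baseline taken, compound added and read 180 s; EC20 dopamine then added and read 180 s.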
# D1 potentiator: enhances dopamine response at the human D1 receptor; AID 504651; P21728; HEK293 TREx D1 cells, calcium flux, dopamine EC20 potentiation; actives 0.036% (n = 360,000); potentiation, % at 10 µM; in the data active = potentiation above about 30%; also: 0% is about no effect
# RXFP1 ag: agonists of human relaxin receptor RXFP1 | Q9HBX9 | HEK293T-RXFP1 cAMP TR-FRET, 30 min; response scale: percent of porcine relaxin response, buffer zero | Potency, µM (titrated, usually from 57.5 µM), for inactives: top-dose activation, usual class: activators | actives 0.3% (n = 370,000) | AID 2676; also: potency is read from the fitted curve at half-maximal effect; % is scaled to controls: 0 for no effect and ±100 for the full control effect; nearly all actives have a fitted effect of over 60% in size; many of its hits are not listed in these tables
# Target sequence (Q9HBX9 whole entry, looked up): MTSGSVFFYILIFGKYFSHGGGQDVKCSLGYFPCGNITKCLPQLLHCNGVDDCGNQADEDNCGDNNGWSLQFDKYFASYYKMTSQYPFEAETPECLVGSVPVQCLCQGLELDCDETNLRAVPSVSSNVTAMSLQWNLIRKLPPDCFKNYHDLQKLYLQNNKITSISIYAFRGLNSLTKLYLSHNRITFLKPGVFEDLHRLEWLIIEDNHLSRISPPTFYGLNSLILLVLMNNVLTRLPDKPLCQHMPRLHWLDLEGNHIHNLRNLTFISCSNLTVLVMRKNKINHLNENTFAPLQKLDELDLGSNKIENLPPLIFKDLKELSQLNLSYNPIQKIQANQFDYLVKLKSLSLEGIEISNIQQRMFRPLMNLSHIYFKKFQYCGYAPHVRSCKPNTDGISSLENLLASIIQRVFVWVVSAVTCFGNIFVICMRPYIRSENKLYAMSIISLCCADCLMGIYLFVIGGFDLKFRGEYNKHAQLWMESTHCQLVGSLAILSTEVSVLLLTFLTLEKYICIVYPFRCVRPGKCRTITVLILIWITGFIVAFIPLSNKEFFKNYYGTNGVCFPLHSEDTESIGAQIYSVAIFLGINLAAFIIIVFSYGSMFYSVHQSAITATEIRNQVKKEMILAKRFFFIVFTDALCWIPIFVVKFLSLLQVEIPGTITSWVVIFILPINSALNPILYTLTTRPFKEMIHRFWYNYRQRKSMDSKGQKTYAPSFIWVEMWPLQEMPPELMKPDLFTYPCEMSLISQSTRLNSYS
#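 Agonist response is measured as cAMP accumulation in an RXFP1-transfected HEK293T line under PDE4 inhibition. Values are scaled between buffer-only and 29 nM porcine relaxin, and EC50s come from standard Hill equation fits.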
# RXFP1 antag: antagonists of human relaxin receptor RXFP1; Q9HBX9; HEK293-RXFP1, relaxin-stimulated cAMP HTRF, 30 min; hits give low values; activity change, negative = inhibition, % at 57.5 µM; actives 0.59% (n = 350,000);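 active = activity change of -60% or lower, but not beyond a set lower limit; inconclusive = change between -60% and -40%, or beyond the set limit; inactive = change above -40%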; also: % is scaled to controls: 0 for no effect and ±100 for the full control effect
# GRP78 ERSR act: inducers of ER stress response in human glioma cells. actives 0.02% (n = 420,000). AID 602332. Potency, µM, for inactives: at the top dose activation, hits mostly activators. U87-MG GRP78 promoter luciferase reporter, 16 h; also: potency is read from the fitted curve at half-maximal effect; series mostly up to about 76 µM; % of control where 0% means no effect; nearly all actives have a fitted effect of over 35% in size
#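 Stably transfected U87-MG glioma cells carrying a GRP78-based luciferase sensor; 16 h compound incubation. Luminescence end-point read 10 min after Bright-Glo addition at room temperature.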
# Starred values were filed as active, the others as inactive; ? = inconclusive; nt = not tested or not shown; & = joins results of further samples. Unless noted, calls follow the shape of the dose curve; as a rule, active = well fitted curve in the direction sought with a large enough effect; inconclusive = small, poorly fitted or top-dose-only effect, or another doubt; inactive = no such curve, though single readings can be large; an effect the other way counts as inactive or inconclusive. Only part of the results is shown; rates above refer to the full screens.
SMILES,D1 antagonist,D1 ag,Vif-A3G inh,Vif-APOBEC3F blk,D2 PAM,D1 potentiator,RXFP1 ag,RXFP1 antag,GRP78 ERSR act
COc1cc(C(=O)N/C(=C\c2cn(S(=O)(=O)N(C)C)c3ccccc23)C(=O)N2CCCC2)cc(OC)c1OC,13,1,-9%,6%,-6,-8,-1.5%,18,-3%
Cc1ccc(NC(=O)CSCc2cc(=O)n3cc(C)sc3n2)c(C)c1,-1,4,1%,-1%,nt,2,-0.2%,-3,-4%
CC(Sc1ccc(S(=O)(=O)N2CCCCCC2)cn1)C(N)=O (configuration not stated),-23,5,0%,2%,0,-2,-0.3%,-2,-3%
COc1cc2ccccc2cc1C(=O)Nc1ccc(S(=O)(=O)Nc2cc(C)on2)cc1,7,1,-1%,-7%,-2,4,2.6%,1,-1%
CCCCOc1cc(C)nc(NCc2ccccc2)n1,-10,5,-25%,nt,11,-2,-0.2%,-23,-9%
C/C(=N\NC(=S)NCCc1ccccc1)c1cccc(Br)c1,nt,3,-1%,?,9,-4,0.0%,3,-4%
Cc1ccc(C)c(NS(=O)(=O)c2c(C)[nH]c(C)c2C(=O)N2CCCCC2)c1,19,5,1%,-5%,-1,0,2.7%,21,-5%
CC(=O)NNc1cccc(Cl)n1,25,3,2%,11%,-5,5,-1.4%,-3,-3%
CCC/C(O)=C1\C(=O)CC(c2ccccc2)CC1=NCCc1c(C)[nH]c2ccc(C)cc12 (configuration not stated),-1,-3,4%,0%,0,0,0.9%,2,-4%
O=S(Cc1ccc(Cl)cc1)c1ccccc1 (configuration not stated),nt,nt,-4%,1%,nt,nt,nt,6,2%
O=C(c1cccc(Cl)c1)N1CCN(c2ccc(N3CCOCC3)nn2)CC1,-9,5,-2%,3%,-12,-3,1.4%,nt,1%
Cc1cc(C)n2nc(SCC(=O)Nc3cccc(C(F)(F)F)c3)nc2n1,-20,13,-1%,-1%,9,0,1.6%,nt,-3%
O=C(c1ccccc1)n1nc(-c2ccco2)nc1NCc1cccs1,5,0,-3%,4%,1,0,-0.2%,-4,-2%
Cc1cc(-c2nc3ncccc3o2)ccc1NC(=O)c1ccc([N+](=O)[O-])o1,nt,nt,8%,3%,nt,nt,nt,-10,13%
CC(=O)N1CCN(c2csc3ccc(Cl)cc3c2=O)CC1,5,0,-1%,-4%,-3,-2,-0.9%,1,2%
Cc1ccc2c(c1)N(CCC(=O)NCCCOC(C)C)C(=O)C(C)O2 (configuration not stated),3,2,0%,5%,-5,-4,-1.6%,-6,-3%
CCC(=O)N1CCc2cc(Br)cc(S(=O)(=O)N3CCC(C(=O)Nc4ccc(OC)cc4)CC3)c21,-8,2,1%,-2%,-8,-2,1.0%,-16,-1%
CCc1noc(C)c1C(=O)OCC(=O)N(CCOC)c1c(N)n(Cc2ccccc2)c(=O)[nH]c1=O,-6,6,-1%,3%,nt,5,0.5%,7,-4%
CNC(=O)Cn1c(=O)n(C)c2ccccc21,13,1,2%,4%,2,1,-0.1%,8,-3%
COc1ccccc1Nc1nc(N)nc(CSCCO)n1,-1,0,2%,4%,3,0,-0.4%,1,2%
CC1CCCCC1NC(=O)Cn1c(CN2CCCCC2)nc2ccccc2c1=O (configuration not stated),-20,-1,-6%,0%,-1,-2,6.7%,-15,-2%
Cc1cc(C)cc(NC(=O)CSc2nnc(-c3ccccc3)n2N)c1,-9,1,-4%,-3%,5,-6,0.0%,-4,6%
CCn1nc(C(=O)OCC(=O)c2cc(C)n(Cc3cccs3)c2C)c2ccccc2c1=O,1,6,1%,-2%,-6,6,0.1%,-10,5%
CC(=O)N1Cc2ccccc2C(C)CC12CCCCC2 (configuration not stated),12,0,1%,-8%,2,-3,-0.4%,nt,0%
CCn1cc(C(=O)N2CC(C)CC(C)C2)c(=O)c2cc(S(=O)(=O)N(C)C)ccc21 (configuration not stated),11,0,-8%,2%,2,-2,6.6%,6,-2%
COc1ccc(CCN2CC(C(=O)N(C)CCOc3ccccc3)CCC2=O)cc1 (configuration not stated),2,3,-1%,1%,1,3,-2.7%,?,-4%
Cc1ccc(NC(=O)CN(C)C(=O)Cn2nnc(-c3ccccc3)n2)cc1,-20,3,3%,-5%,4,8,0.5%,15,-7%
COc1ccc(-n2nnnc2SCC(=O)Nc2nnc(C)s2)cc1,-12,1,0%,-21%,-7,0,0.5%,-14,-2%
Cc1nn(C)c2c1c(-c1ccccc1)cc(=O)n2Cc1c(F)cccc1Cl,8,3,-4%,4%,0,2,-1.7%,-12,0%
O=C(NCCc1ccccn1)c1cccc(S(=O)(=O)N2CCc3ccccc32)c1,-36*,9,-2%,9%,15,-3,-3.3%,-18,-3%
CCN(C(=O)CSc1nc2scc(-c3ccccc3)c2c(=O)n1C)C1CCS(=O)(=O)C1 (configuration not stated),nt,nt,2%,0%,nt,nt,nt,1,-3%
Cc1ccccc1-c1noc(-c2ccccc2C(=O)N2CCCC2)n1,-1,1,0%,-1%,7,-5,2.9%,-2,11%
COc1ccccc1CNC(=O)c1ccccc1C(=O)NC(C)(C)C(=O)NCc1ccccc1OC,-18,4,1%,-5%,-1,2,4.7%,1,-2%
Oc1cccc2ccc(/C=C/c3ccccc3Br)nc12,-1,6,-3%,?,15,1,-0.9%,-4,4%
Cc1cccn(Cc2c(Cl)cccc2Cl)c1=O,nt,nt,5%,17%,nt,nt,nt,?,-2%
CCOC(=O)NC(=O)c1cn(Nc2ccccc2C(F)(F)F)c(=O)[nH]c1=O,7,1,-7%,1%,1,-1,6.7%,-6,-6%
O=C1OC(C(=O)Nc2cc(C(F)(F)F)ccc2Cl)Cc2ccccc21 (configuration not stated),-18,-1,-2%,1%,-14,8,6.0%,0,-4%
NC(=O)C1CCCN(C(=O)Nc2cccc3ccccc23)C1 (configuration not stated),-4,2,2%,-1%,12,-6,2.5%,-4,0%
COc1ccc(-c2nc3n(c2Br)CCC3)cc1,2,1,0%,1%,8,-2,3.3%,-2,0%
Cc1noc(C)c1CSc1nc2ccccc2[nH]1,6,0,1%,0%,nt,-4,0.4%,-4,2%
O=C(NCc1ccccc1Cl)C1CCN(C(=O)N2CCOc3ccccc32)CC1,-2,1,4%,2%,7,-1,-0.9%,-15,-2%
O=C(CSc1nnc(-c2ccco2)o1)c1ccccc1Cl,nt,-2,-3%,-14%,4,-1,2.4%,-16,2%
CC(=O)Nc1ccc(NC(=O)C(C)OC(=O)c2ccccc2NS(=O)(=O)c2cccs2)cc1 (configuration not stated),17,1,-5%,-11%,16,5,-1.3%,-27,-2%
COc1ccc(-n2nnnc2SCC#CCO)cc1,-17,3,-2%,-2%,19,0,2.0%,15,0%
CC(OC(=O)c1cc2sccc2n1C)C(=O)NC(C)(C)C (configuration not stated),4,-1,-7%,-1%,12,-2,0.3%,-10,-5%
COc1ccc(C(CNC(=O)COc2cc(C)c(Cl)c(C)c2)N2CCCCC2)cc1 (configuration not stated),27&8,6&0,-3%&0%,-33%&4%,9&-17,1&0,-4.7%&-2.7%,1&-13,-4%&-4%
O=C1C(c2ccc(F)cc2)N(Cc2ccc3c(c2)OCO3)C(=O)CN1C1CCCCCC1 (configuration not stated),6,1,0%,-5%,5,-2,0.1%,2,2%
CC(=O)c1ccc(OCc2cc(C(=O)N(C)C(C)c3nccs3)no2)cc1 (configuration not stated),-8,5,3%,3%,15,-2,1.1%,-3,3%
CCc1cccc(C)c1Nc1c(-c2ccc(N(C)C)cc2)nc2ncccn12,6,52*,nt,nt,0,10,22%,-15,nt
CCOc1ccc(NC(=O)N(O)C2(C#N)CCCCC2)cc1,nt,nt,1%,3%,nt,nt,nt,-6,-5%
CSc1cccc(NC(=S)N2CCC(N(C)C3CCCCC3)CC2)c1,-8,4,1%,-12%,-9,-4,-1.1%,-8,0%
Cn1nc(-c2ccccc2)c(CO)c1Sc1ccccc1,-65*,2,-4%,10%,1,-2,0.9%,-9,-1%
COC(=O)c1ccccc1NC(=O)NCc1cccnc1,12,2,-4%,1%,18,1,3.3%,-2,-2%
CC(=O)Nc1ccccc1C(=O)C(=O)Nc1ccc(C)c(C)c1,-19,0,0%,1%,2,-1,2.2%,1,0%
Cc1cc(-c2ccc(Cl)cc2)n2ncnc2n1,-9,1,4%,-7%,-1,2,-0.4%,5,-4%
Cc1cc(F)ccc1NS(=O)(=O)c1ccc(-n2cccn2)cc1,-14,12,-1%,-5%,-1,-3,3.0%,nt,-2%
O=C(Cn1nnc(-c2ccc(C(F)(F)F)cc2)n1)NCCc1ccccc1,-1,1,-24%,8%,-5,-4,-1.7%,nt,-2%
Cc1noc(NS(=O)(=O)c2ccc(NC(=O)C(F)(F)C(F)(F)C(F)(F)F)cc2)c1C,nt,nt,-10%,-2%,nt,nt,nt,-24,-3%
COc1ccc(Cl)cc1C(=O)O/N=C(\N)c1ccccn1,33,1,-7%,-2%,-2,17,0.4%,-2,3%
Cc1ccc(C)c(NC(=O)CSc2ncc(S(=O)(=O)c3ccc(C)c(Cl)c3)c(=O)[nH]2)c1,1,1,4%,-2%,-5,3,1.2%,nt,-4%
CCCS(=O)(=O)c1c(S(=O)(=O)CCC)c2ccc(C(N)=O)cn2c1C(=O)c1ccc(F)cc1,1,2,1%,0%,5,-5,-1.0%,-18,-1%
COc1cn(CC(=O)Nc2cc(C)ccc2C)c(CN2CCCCC2)cc1=O,3,1,1%,3%,6,-1,-3.0%,12,-1%

# Profiles, quoted from the list. Values in the order: D1 antagonist | D1 ag | Vif-A3G inh | Vif-APOBEC3F blk | D2 PAM | D1 potentiator | RXFP1 ag | RXFP1 antag | GRP78 ERSR act
# `COc1cn(CC(=O)Nc2cc(C)ccc2C)c(CN2CCCCC2)cc1=O` as listed: 3 | 1 | 1% | 3% | 6 | -1 | -3.0% | 12 | -1%
# `CC(=O)Nc1ccccc1C(=O)C(=O)Nc1ccc(C)c(C)c1` as listed: -19 | 0 | 0% | 1% | 2 | -1 | 2.2% | 1 | 0%
# `CC(=O)c1ccc(OCc2cc(C(=O)N(C)C(C)c3nccs3)no2)cc1` (configuration not stated) as listed: -8 | 5 | 3% | 3% | 15 | -2 | 1.1% | -3 | 3%
# `Cc1noc(NS(=O)(=O)c2ccc(NC(=O)C(F)(F)C(F)(F)C(F)(F)F)cc2)c1C` as listed: nt | nt | -10% | -2% | nt | nt | nt | -24 | -3%
